# Compound activity deposited in PubChem by several laboratories.
# TNAP activators = human TNAP enzyme activators, primary screen, biochemical, luminescent, no phosphate acceptor, uHTS (AID 1001). purified TNAP, luminescent activation assay, no phosphate acceptor; higher activation fold means a stronger effect. activation fold at 20 µM, or EC50 in µM where a hit was titrated. 200,000 tested, 0.03% active; in the data active = activation fold from about 3, or a potency from the dose series; inactive = the rest, 99 in 100 with activation fold below about 1.6; note: many of its hits are not listed in these tables
# XIAP antagonists = XIAP antagonists, biochemical, IAP family, fluorescence polarization (AID 1018); E3 ubiquitin-protein ligase XIAP (Homo sapiens); XIAP BIR domain, fluorescence polarization peptide displacement; higher % means a stronger effect; one-dose displacement, % at 20 µM; IC50 in µM for titrated hits; 200,000 tested, 0.007% active; in the data active = displacement above about 50%; note: a part of the inactive calls stands beside numbers as strong as those of hits
# PMI inhibition = human PMI inhibitors, high substrate, primary screen, biochemical, fluorescence intensity, high mannose 6-phosphate (AID 1220); 190,000 tested, 0.66% active; inhibition, % at 20 µM; hits with a dose series show IC50 in µM; Mannose-6-phosphate isomerase (Homo sapiens); recombinant PMI enzyme, coupled fluorescence intensity; higher % means a stronger effect
# K1F lysis inhibition = inhibition of K1F phage lysis, E. coli UTI89, bacterial capsule biogenesis inhibitors, alamar blue (AID 488966) | E. coli UTI89 K1F phage lysis, alamar blue, 2 h; higher % means a stronger effect | one-dose inhibition, % at 100 µM; IC50 in µM for titrated hits | 340,000 tested, 0.02% active;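 active = phage lysis inhibition, versus mean bacterial control, above a set limit; inconclusive = no clear call, values can overlap the other calls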;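 note: capsule biogenesis inhibitors block K1F phage lysis so surviving cells raise fluorescence; higher fluorescence means more inhibition of phage lysis; actives were called in the ten point dose series up to 300 µM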
# P. falciparum M17LAP = P. falciparum M17LAP inhibitors, primary screen, biochemical, fluorogenic H-Leu-NHMec substrate, 1536-well (AID 1619) | Leucine aminopeptidase (Plasmodium falciparum (isolate 3D7)) | recombinant M17LAP, H-Leu-NHMec fluorogenic kinetic assay; higher % means a stronger effect | inhibition, % at 30 µM; hits with a dose series show IC50 in µM | 220,000 tested, 0.38% active;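 active = compound inhibiting the enzyme by more than half at any dose during confirmatory dose-response retesting; inconclusive = strong single-dose inhibitors picked by rank but not retested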;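 note: plate controls were full reaction with DMSO carrier for no effect and no enzyme background for full effect; strong numbers were not always called active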
# SIAH1 antagonists = Siah-1 peptide-binding antagonists, primary screen, biochemical, fluorescence polarization, rhodamine-plectin, uHTS (AID 1817). E3 ubiquitin-protein ligase SIAH1 (Homo sapiens). Siah-1 / rhodamine-plectin peptide fluorescence polarization; higher % means a stronger effect. displacement, % at 20 µM, or IC50 in µM where a hit was titrated. 290,000 tested, 0.02% active;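 active = displacement of at least 50% at 20 µM, with a fluorescence ratio check between 0.3 and a set limit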;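 note: plate controls were Siah plus tracer with DMSO for no effect and tracer alone without Siah for full effect; strong numbers were not always called active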
# Lipid droplet = inhibitors of hepatocyte lipid droplet formation, primary screen, imaging, high-throughput imaging, BODIPY stain; AML12 mouse hepatocytes, oleate lipid droplets; inhibition, % at 6.5 µM; 240,000 tested, 0.4% active; AID 1656, 2009;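 active = lipid droplet intensity inhibited by at least 50%, with more than 500 cells counted; inconclusive = wells with under 300 cells, treated as cytotoxic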
#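 System: AML12 hepatocytes (mouse). Probe or stimulus: oleic acid at 100 µM to induce lipid droplet formation. Times: overnight treatment with compound plus oleate. Detection: Image-based BODIPY and DAPI two-channel analysis. Evaluation: percent inhibition of filter-corrected integrated lipid droplet intensity per well.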
# M1AAP inhibition = P. falciparum M1AAP inhibitors, biochemical, fluorogenic H-Leu-NHMec substrate, 1536-well (AID 1445); Aminopeptidase N (Plasmodium falciparum (isolate 3D7)); recombinant M1AAP, H-Leu-NHMec fluorogenic kinetic assay; higher % means a stronger effect; inhibition, % at 30 µM; hits with a dose series show IC50 in µM; 220,000 tested, 0.42% active;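 active = primary inhibition above the hit cutoff, then over 50% inhibition at one or more dose response concentrations, cut at about 23% in these data, passing the limit was not always enough; inconclusive = conflicting primary data, or primary hits not chosen for dose response; inactive = low primary inhibition, or under 50% at every dose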;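 note: plate controls were DMSO full reaction for no effect and no enzyme background for full effect; strong numbers were not always called active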
# PMI inhibitors = inhibitors of human PMI, primary screen, biochemical, fluorescence intensity, coupled assay (AID 1209). 190,000 tested, 0.42% active. purified PMI enzyme, coupled fluorescence intensity; higher % means a stronger effect. Mannose-6-phosphate isomerase (Homo sapiens). inhibition, % at 20 µM, or IC50 in µM where a hit was titrated;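 note: plate controls were DMSO vehicle for no effect and wells lacking substrate for full effect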
# Lipid droplet cells 6.5 µM = recorded beside Lipid droplet, whose call it bears; cell count; measured here: cell count, cytotoxicity flag;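 cells counted across two imaged fields per well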
# * = called active by the depositor; ? = inconclusive; · = not tested or not shown. Cut-off read from the data, not from the text of the source, unless noted: active = inhibition above about 50%; inactive = the rest.
# Results follow in this order: XIAP antagonists | P. falciparum M17LAP | PMI inhibitors | TNAP activators | M1AAP inhibition | Lipid droplet | K1F lysis inhibition | Lipid droplet cells 6.5 µM | PMI inhibition | SIAH1 antagonists
1) COc1cc(Nc2ccccn2)cc(C(=O)Nc2cccc(C(F)(F)F)c2)c1
    · | -7% | · | · | 2% | 17 | 2.8% | 743 | · | -8%
2) Cc1ccccc1Cn1c(CN2CCN(C(=O)c3ccco3)CC2)nc2c1c(=O)n(C)c(=O)n2C
    -6.8% | -6% | 11% | 1.1 | -3% | 2 | 1.6% | 683 | 15% | 14%
3) CCCSc1nsc(SCCC)c1C(N)=O
    -4.3% | -8% | -20% | 1.1 | 2% | · | 4.9% | · | -21% | 2%
4) C=CCc1cc(C)ccc1OCC(O)CN1CCN(c2ccccc2)CC1 (stereo not given)
    -1.5% | 8% | 4% | 1 | 4% | · | 13% | · | -2% | 2%
5) COc1ccc(Nc2nc(N)nc(CSC(=S)N3CCOCC3)n2)cc1
    -5.3% | -7% | -9% | 1.1 | 3% | 4 | 0.1% | 650 | -8% | 0%
6) CCc1nc2ccccc2n1CCC(C)C
    -2.1% | 6% | 5% | 1.1 | 1% | · | 1.8% | · | 13% | 0%
7) CC1=CS/C(=C(/C#N)C(=O)NCc2ccco2)N1c1ccccc1
    0.0% | 9% | 8% | 1.2 | 20% | · | 0.2% | · | 12% | 1%
8) Cc1cccc(N2CCN(C(=O)c3cn4ccccc4n3)CC2C)c1 (stereo not given)
    -3.4% | 9% | 7% | 1.1 | 1% | 19 | 0.0% | 690 | 13% | 5%
9) CCOC(=O)Cn1c(C)c(Br)c(COC)c(C#N)c1=O
    · | 13% | · | · | 2% | 6 | 2.8% | 744 | · | -6%
10) COc1ccc(CSc2nnc(CNS(C)(=O)=O)o2)cc1
    0.7% | 4% | 4% | 1.1 | 5% | -3 | 3.7% | 768 | -2% | 7%
11) CCCCC1=NN(C(=O)c2ccco2)C(O)(C(F)(F)F)C1 (stereo not given)
    -3.6% | 1% | 14% | 1.1 | 2% | 3 | -1.0% | 678 | 13% | 10%
12) CCOC(=O)c1cnc(N)nc1C(F)(F)F
    -6.9% | -8% | 10% | 1.1 | -2% | 0 | 3.0% | 731 | 3% | 2%
13) Cc1cccc[n+]1C1C(c2ccccc2)C(C#N)=C(C(=C=[N-])C#N)NC1(O)C1CC1 (stereo not given)
    -2.5% | -31% | 20% | 1 | 11% | · | 0.1% | · | 51%* | 16%
14) COc1ccc(CCNC(=O)C(=O)NCc2ccccc2)cc1OC
    -6.4% | 3% | 10% | 1.1 | -7% | · | 1.6% | · | 6% | -3%
15) O=C(CCn1c(=O)oc2ccccc21)N1CCN(c2ccccc2Cl)CC1
    -2.3% | 7% | -5% | 1 | 2% | -42 | 0.0% | 766 | -6% | -3%
16) Cc1cc(NC(=O)CC23CC4CC(C2)CC(CC(=O)Nc2cc(C)on2)(C4)C3)no1
    -5.0% | 6% | 8% | 0.9 | 0% | -1 | 0.1% | 740 | -2% | -1%
17) COc1ccccc1NC(=O)CCSc1nnnn1C
    -2.2% | 9% | -1% | 1.1 | 4% | · | 0.2% | · | -2% | 1%
18) Cc1nn(Cc2c(F)c(F)c(F)c(F)c2F)c(C)c1NC(=O)c1nn(C)cc1[N+](=O)[O-]
    -3.4% | -2% | -1% | 1.1 | 1% | -2 | -2.8% | 785 | 2% | -6%
19) O=C(Cc1cccs1)Nc1ccc(-c2nnc(-c3ccco3)o2)cc1
    -9.3% | 7% | -7% | 1.1 | 6% | 15 | 0.5% | 641 | -9% | 23%
20) O=C(NCCN1CCN(Cc2ccccc2)CC1)C1CC(=O)N(C2CCCC2)C1 (stereo not given)
    -4.9% | -10% | -7% | 1 | -4% | · | 0.0% | · | -5% | 0%
21) O=C(/C=C/c1cccc(Cl)c1)Nc1ccncc1
    -22% | 5% | 1% | 1.1 | 4% | · | 0.6% | · | 6% | 6%
22) COc1ccc(C(=O)Nc2ccc(N3CCN(Cc4ccccc4)CC3)cc2)cc1
    -2.9% | -1% | -7% | 1 | 2% | 4 | · | 723 | -7% | -4%
23) N#Cc1ccc(N2CCCC2C(=O)O)c([N+](=O)[O-])c1 (stereo not given)
    -4.9% | 11% | -4% | 1 | 7% | · | 0.4% | · | -8% | -1%
24) Cc1cc(N2CCN(c3ccc(F)cc3)CC2)nc2cc(O)ccc12
    -0.1% | 0% | 1% | 1.2 | 15% | · | 0.3% | · | 2% | -1%
25) Cc1c(C(=O)Nc2cc(S(=O)(=O)N3CCOCC3)ccc2N2CCOCC2)oc2ccccc12
    -2.9% | 6% | 6% | 1.1 | 2% | 23 | 0.4% | 712 | 4% | 1%
26) Cc1ccc(S(=O)(=O)CCc2nnc(NC(=O)c3ccccn3)s2)cc1
    18% | -7% | 28% | 1.1 | -15% | · | 0.0% | · | 28% | -4%
27) COc1ccc(OC)c(Nc2nc(C3CC3)nc3c2nnn3Cc2ccccc2)c1
    -3.4% | -17% | 5% | 1.1 | 4% | · | 0.5% | · | 6% | 3%
28) COc1ccc(C(=O)COc2ccc(NC(C)=O)cc2)cc1
    -2.2% | 10% | 13% | 1.1 | 15% | 4 | -1.0% | 795 | 9% | -2%
29) COc1ccc(S(=O)(=O)N2CCCCCC2)cc1N(C)S(=O)(=O)c1ccc(C)cc1
    -2.4% | 7% | 13% | 1.1 | 11% | -29 | 0.3% | 687 | 14% | 2%
30) CCOC(=O)C(CC)(CCC(=O)O)c1csc(Nc2ccc(C)cc2)n1 (stereo not given)
    0.5% | · | 3% | 1 | · | -19 | -0.4% | 731 | -1% | -5%
31) Clc1ccc(-c2nnc(-c3ccccc3Cl)o2)cc1
    -6.7% | -4% | -3% | 1 | 5% | · | 0.8% | · | -6% | 4%
32) CN1CCN(C(=O)c2cnn3c(C(F)(F)F)cc(-c4cccs4)nc23)CC1
    -8.7% | -28% | -6% | 1.1 | 11% | · | -0.5% | · | -10% | 5%
33) Cn1c(Cc2nc(-c3cnccn3)no2)nnc1SCC(=O)Nc1ccccc1
    · | -8% | · | · | 1% | · | 0.6% | · | · | -9%
34) S=C(NCCc1ccccc1)NC1CC2CCC(C1)N2Cc1ccccc1 (stereo not given)
    -3.8% | -15% | 8% | 1.1 | -1% | -4 | -0.3% | 733 | 3% | 12%
35) CN(C)C=Nc1nonc1-c1ncn[nH]1
    2.4% | -6% | -6% | 0.8 | 20% | · | 0.4% | · | 2% | 1%
36) COc1ccc(S(=O)(=O)N(CCc2ccccc2)CC(=O)O)cc1OC
    -4.6% | -1% | -2% | 1 | -3% | · | 3.9% | · | 1% | -2%
37) COC(=O)CSc1nnc(-c2ccccc2O)n1-c1ccc(C)cc1
    -1.7% | 2% | 8% | 1.1 | 0% | · | 2.5% | · | 5% | -9%
38) O=C(Nc1ccc(-n2ccc(C(F)(F)F)n2)cc1)Nc1cccc(Cl)c1
    · | 6% | · | · | 0% | ? | -0.5% | · | · | -4%
39) Cc1cc(-c2cc(-c3ccc(Cl)cc3)on2)nc(NCC2CC2)n1
    · | 3% | · | · | -5% | · | 0.0% | · | · | -5%
40) O=C1CC(c2ccccc2)n2nc(NC(=O)c3cccnc3)nc2N1 (stereo not given)
    -3.0% | 1% | -4% | 1.1 | 9% | · | · | · | -5% | -2%
41) Cc1ccccc1-c1nc(-c2cccnc2)no1
    -2.9% | -11% | -5% | 1.1 | 1% | · | 0.4% | · | -3% | 2%
42) Cn1c(N)c(C(=O)Nc2ccc(-c3ccccc3)cc2)sc1=S
    · | -4% | · | · | 8% | 2 | -2.6% | 793 | · | -9%
43) CCN(C(=O)COC(=O)c1c(C)nn(-c2ccccc2)c1C)C1CCS(=O)(=O)C1 (stereo not given)
    -5.6% | 2% | -6% | 1.1 | 5% | -17 | 2.8% | 753 | -7% | -1%
44) O=C1N=c2ccccc2=C1c1sc(=S)n(CC2CCCO2)c1O (stereo not given)
    1.6% | -11% | 0% | 1 | 0% | 6 | 0.3% | 761 | -3% | 2%
45) Cc1nn2cc(-c3ncc(C(F)(F)F)cc3Cl)cnc2c1Br
    -5.1% | 4% | -5% | 1.1 | 8% | 2 | · | 732 | 0% | -6%
46) O=C(NCCc1ccccn1)c1cc(-c2ccc(Cl)cc2)nc2ccccc12
    1.5% | -4% | 24% | 1.1 | -3% | -1 | 3.3% | 611 | 7% | -2%
47) COc1ccc(OC)c(NC(=O)c2c(NC(=O)CNCc3ccco3)sc3c2CCC3)c1
    -2.9% | -8% | 7% | 0.9 | 14% | · | -1.6% | · | 14% | 5%
48) O=c1[nH]c2ccccc2nc1-c1ccccc1
    · | 3% | · | · | -3% | 12 | -0.2% | 746 | · | 0%
49) C=CCn1c(SCn2nnc3ccccc3c2=O)nnc1-c1ccc(Cl)cc1
    -4.7% | 13% | -15% | 1.1 | 1% | · | 0.6% | · | -12% | -1%
50) Clc1ccc(OCCCNCc2ccccc2)c(Br)c1
    -10% | 12% | 10% | 1.1 | 11% | · | 0.1% | · | -1% | 3%
51) Cc1ccc(NS(=O)(=O)N(C)C)cc1
    -3.2% | 10% | -1% | 1.1 | 3% | 17 | 0.1% | 716 | -5% | 8%
52) CCOc1ccc(/C(O)=C2/C(=O)C(=O)N(CCCn3ccnc3)C2c2cccs2)cc1Cl (stereo not given)
    -4.4% | 36% | -4% | 1 | 6% | · | 0.0% | · | -3% | -1%
53) Cn1ccnc1SCC(=O)Nc1ccc(F)c([N+](=O)[O-])c1
    -7.5% | 1% | -13% | 1.1 | 5% | -4 | 0.3% | 703 | -12% | 2%
